AID2073: inhibitors of Mint1-CaV2.2 protein interaction, biochemical, HTRF (AID 2073); HTRF protein-protein interaction, Mint1-CaV2.2; higher % means a stronger effect; inhibition, % at 20 µM, or IC50 in µM where a hit was titrated; 290,000 tested, 0.19% active; in the data active = inhibition mostly above about 51%, no sharp cut-off; inconclusive = no clear call, values can overlap the other calls; inactive = mostly below about 53%; also: some results filed as inactive read as strong as hits
GPR35 antagonists: GPR35 antagonists blocking zaprinast-driven arrestin recruitment, primary screen, imaging, U2OS, beta-arrestin-GFP, zaprinast agonist (AID 2058); 290,000 tested, 0.052% active; G-protein coupled receptor 35 (Homo sapiens); U2OS GPR35 beta-arrestin-GFP translocation imaging, zaprinast antagonism; higher % means a stronger effect; inhibition, % at 10 µM, or IC50 in µM where a hit was titrated;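 active = inhibition of at least 50% with at least 30 cells and total cytoplasm GFP at most 10,000,000; inconclusive = under 30 cells or total GFP of 10,000,000 plus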
Autophagy mod: autophagy modulators in MEF cells, primary screen, imaging, high-content, MEF GFP-LC3; calls only at 10 µM (by protocol); AID 463193, 2010; 190,000 tested, 0.98% active; MEF GFP-LC3 puncta imaging; test concentration mostly 10 µM;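 active = percentage of spot-positive cells more than 3 SD above its plate mean, without a fluorescence outlier flag or 80% toxicity; inconclusive = no clear call, values can overlap the other calls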;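 also: spot-positive cell cutoff set from DMSO-treated cells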
NS5 inhibitors: Dengue-2 NS5 methyltransferase inhibitors, primary screen, biochemical, confirmation dose response (AID 588689); Dengue-2 NS5 methyltransferase capping enzyme assay, biochemical; higher % means a stronger effect; Genome polyprotein (Dengue virus type 2 (strain 16681-PDK53)); 340,000 tested, 0.3% active; one-dose inhibition, % at 25 µM; IC50 in µM for titrated hits; in the data active = a potency from the dose series; inconclusive = inhibition above about 29% without an active follow-up result
WT yeast gro inh: growth inhibition of WT strain, primary screen, mitochondrial fusion inhibitor project, WT and mutant strains, chemical genetic. AID 1362, 2008. inhibition, % at 10 µM. 190,000 tested, 2.1% active. mitochondrial fusion phenotypic screen; in the data active = inhibition above about 58%; tested in S. cerevisiae
NTR1 agonist: agonists of NTR1, primary screen, imaging, U2OS cells, beta-arrestin-GFP, high content (AID 493036). Neurotensin receptor type 1 (Homo sapiens), P30989. NTR1-U2OS beta-arrestin-GFP spot imaging, agonist mode. activation, % at 20 µM. 330,000 tested, 0.17% active;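 active = activation at or above 40% of the spot to cytoplasm intensity ratio, with at least 20 cells analyzed; inconclusive = wells under 20 cells, flagged as cytotoxic or low count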;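 also: 0% = DMSO without peptide and 100% = 100 nM NTR1 peptide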
Target sequence (P30989 whole entry, looked up): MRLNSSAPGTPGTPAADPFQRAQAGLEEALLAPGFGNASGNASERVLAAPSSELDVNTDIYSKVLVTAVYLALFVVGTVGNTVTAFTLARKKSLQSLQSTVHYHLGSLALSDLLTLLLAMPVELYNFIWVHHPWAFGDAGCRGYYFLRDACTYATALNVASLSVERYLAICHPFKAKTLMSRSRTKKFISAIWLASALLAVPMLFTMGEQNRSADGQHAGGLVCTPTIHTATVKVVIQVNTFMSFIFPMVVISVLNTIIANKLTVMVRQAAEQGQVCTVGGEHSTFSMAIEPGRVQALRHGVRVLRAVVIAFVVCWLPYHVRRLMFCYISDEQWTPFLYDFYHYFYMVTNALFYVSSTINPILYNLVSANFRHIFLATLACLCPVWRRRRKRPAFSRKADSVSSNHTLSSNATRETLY
RSV CPE inhibition: RSV antiviral activity via CPE protection, HEp-2 cells, primary 10 µM value included (AID 2391) | 310,000 tested, 0.13% active | CPE inhibition, % at 10 µM; hits with a dose series show IC50 in µM | HEp-2 cells, RSV-induced CPE inhibition; higher % means a stronger effect; in the data active = a potency from the dose series; inconclusive = CPE inhibition mostly from about 23% at the one dose, without a potency; inactive = the rest, 99 in 100 with CPE inhibition below about 21%; also: strong numbers were not always called active
UTI89 phage lysis: inhibition of K1F phage lysis, E. coli UTI89, bacterial capsule biogenesis inhibitors, alamar blue (AID 488966). 340,000 tested, 0.02% active. inhibition, % at 100 µM; hits with a dose series show IC50 in µM. E. coli UTI89 K1F phage lysis, alamar blue, 2 h; higher % means a stronger effect;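 active = phage lysis inhibition, versus mean bacterial control, above a set limit; inconclusive = no clear call, values can overlap the other calls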;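 also: capsule biogenesis inhibitors block K1F phage lysis so surviving cells raise fluorescence; higher fluorescence means more inhibition of phage lysis; actives were called in the ten point dose series up to 300 µM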
LYP inhibition: inhibitors of LYP phosphatase, biochemical, fluorescence intensity, uHTS (AID 1779). 290,000 tested, 0.054% active. one-dose inhibition, % at 11.5 µM; IC50 in µM for titrated hits. recombinant LYP phosphatase, fluorescence intensity; higher % means a stronger effect. Tyrosine-protein phosphatase non-receptor type 22 (Homo sapiens); in the data active = inhibition above about 50%;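 also: plate controls were vehicle with enzyme for no effect and no enzyme for full effect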
WT yeast gro inh mutant strain: further read-out of WT yeast gro inh, marked with its call; inhibition, %; mitochondrial fusion phenotypic screen, mutant strain inhibition
Autophagy mod cell loss 18 h: second read-out of Autophagy mod, no call of its own (marks repeat the call); toxicity, %; measured here: cell loss, nuclei count;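 cell loss after 18 h compound exposure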
NTR1 agonist cell count 20 µM: second read-out of NTR1 agonist, no call of its own (marks repeat the call); cell count; measured here: cell count, cytotoxicity flag
NS5 inhibitors pilot replicate: recorded beside NS5 inhibitors, whose call it bears; inhibition, %; measured here: pilot screen replicate inhibition
Active calls of the source: *; i = inactive; ? = inconclusive; . = no result given; [ ] = remark or other dose.

SMILES | AID2073 | GPR35 antagonists | Autophagy mod | Autophagy mod cell loss 18 h | NS5 inhibitors | WT yeast gro inh | WT yeast gro inh mutant strain | NTR1 agonist | NTR1 agonist cell count 20 µM | RSV CPE inhibition | UTI89 phage lysis | LYP inhibition | others
COc1ccc(C(C)NC(=O)CCc2ccccc2)cc1 (stereo not given) | 4.2% | -5.7% | . | . | -0.7% | . | . | 0.9 | 81 | 1.5% | 0.3% | -7.1% | NS5 inhibitors pilot replicate=-4.0
Cc1cccc(S(=O)(=O)NCCC(=O)OCC(=O)Nc2ccc(C#N)cc2)c1 | 1.6% | 4.4% | i | 1.7 | 1.5% | -4.1 | -3.2 | 2.3 | 47 | 0.2% | 0.6% | 0.5%
COc1ccc(-c2nc[nH]c2[N+](=O)[O-])cc1 | -0.2% | -6.9% | i | 10.8 | -0.7% | -0.2 | 9.3 | 0.8 | 56 | 46.0% | 0.3% | -6.5%
CCCCN(C(=O)c1ccc2c(c1)OCO2)c1c(N)n(CCCC)c(=O)[nH]c1=O | . | . | . | . | -3.6% | . | . | -1.1 | 55 | -0.8% | 1.1%[50 µM] | .
CC(=O)c1cccc(NC(=O)c2cc(-c3cccs3)on2)c1 | -5.3% | -0.6% | . | . | -3.3% | . | . | -0.4 | 55 | 1.8% | -0.2% | -8.4%
CCN(CC)S(=O)(=O)c1ccc2oc(Nc3ccccc3)nc2c1 | ? | 0.5% | . | . | -8.2% | . | . | 3.9 | 35 | 5.7% | 0.0% | -5.0%
Cc1cc(C)c(S(=O)(=O)N2CCN(S(=O)(=O)N3CCCCCC3)CC2)c(C)c1 | 9.4% | 1.1% | . | . | -2.5% | . | . | 5.8 | 51 | 7.6% | -0.1% | -4.6%
COc1cc(Cl)ccc1OCc1cc(C(=O)N(C)Cc2nnc(C)o2)no1 | 29.0% | -7.4% | . | . | 1.3% | . | . | 1.1 | 78 | 1.0% | 0.1% | -6.7%
CCOC(=O)c1c(C)[nH]c(C(=O)C(C)Cl)c1C (stereo not given) | -6.5% | 2.0% | i | 2.9 | -4.4% | -13.3 | -1.4 | 3.0 | 47 | 18.1% | -0.1% | 0.6%
CC1(C)CC(=O)N(Cc2ccccc2)C(=O)C1 | -6.2% | 5.1% | i | 3.1 | 1.8% | 6.2 | -4.4 | -1.0 | 68 | 1.8% | 0.0% | -8.0%
Cc1cc(C)c(C(=O)NC2CCCc3c2cnn3-c2cccc(C)c2C)o1 (stereo not given) | 8.2% | -8.3% | . | . | -4.5% | . | . | -0.2 | 57 | ? | 0.0% | -2.7%
Cc1cc(Br)ccc1OCC(=O)NNC(=O)C(=O)Nc1ccccc1 | 5.1% | -2.3% | i | -2.1 | 7.4% | -45.9 | -20.4 | -0.5 | 56 | 0.8% | 2.4% | -8.8%
CCC(C(=O)NCc1ccc(OC)cc1)n1nc(C)n2c(cc3occc32)c1=O (stereo not given) | -27.9% | 4.1% | i | 4.3 | -0.8% | -7.8 | 4.7 | -1.9 | 88 | 2.5% | 0.3% | 1.7%
Cc1ccc(N(CC(=O)NCc2ccccc2)C(=O)CCC(=O)Nc2ccccn2)c(C)c1 | -7.0% | 4.9% | . | . | -1.6% | . | . | 0.7 | 65 | 2.6% | -0.3% | -1.1%
c1ccc(Nc2nc(-c3ccncc3)cs2)nc1 | 21.3% | -10.9% | i | 12.0 | -1.4% | 23.8 | 27.6 | 1.3 | 45 | 4.7% | 0.3% | -8.7%
CC(=O)N1N=C(c2cccc([N+](=O)[O-])c2)OC1c1ccccc1Cl (stereo not given) | 45.1% | 4.1% | i | 7.5 | 1.6% | -17.0 | -14.8 | -0.5 | 87 | 1.3% | 0.7% | -8.6%
O=c1cc(O)nc2n1CCCS2 | 1.2% | -2.2% | i | -0.3 | -2.3% | 16.6 | 9.5 | -0.2 | 54 | 1.6% | 0.1% | -1.0%
Cc1cnc(C(=O)OCc2csc(CC(=O)Nc3ccccc3C)n2)cn1 | 13.0% | -9.8% | . | . | 0.0% | . | . | -0.6 | 54 | 1.2% | -0.4%[50 µM] | -7.3%
CCCn1c(SCC(=O)Nc2ccc(NC(C)=O)cc2)nc2c1c(=O)n(C)c(=O)n2C | 9.2% | -19.4% | . | . | -5.0% | . | . | -0.1 | 56 | 1.4% | 0.0% | -4.9%
CCOc1ccc2nc(NC(=O)c3ccoc3C)sc2c1 | -1.0% | -7.2% | i | -4.7 | -5.4% | 79.4* | 78.3* | 8.1 | 35 | 3.5% | -0.1% | -4.8%

Entries shown so far that have an aryl methoxy group, in the order listed:
SMILES | AID2073 | GPR35 antagonists | Autophagy mod | Autophagy mod cell loss 18 h | NS5 inhibitors | WT yeast gro inh | WT yeast gro inh mutant strain | NTR1 agonist | NTR1 agonist cell count 20 µM | RSV CPE inhibition | UTI89 phage lysis | LYP inhibition | others
COc1ccc(C(C)NC(=O)CCc2ccccc2)cc1 (stereo not given) | 4.2% | -5.7% | . | . | -0.7% | . | . | 0.9 | 81 | 1.5% | 0.3% | -7.1% | NS5 inhibitors pilot replicate=-4.0
COc1ccc(-c2nc[nH]c2[N+](=O)[O-])cc1 | -0.2% | -6.9% | i | 10.8 | -0.7% | -0.2 | 9.3 | 0.8 | 56 | 46.0% | 0.3% | -6.5%
COc1cc(Cl)ccc1OCc1cc(C(=O)N(C)Cc2nnc(C)o2)no1 | 29.0% | -7.4% | . | . | 1.3% | . | . | 1.1 | 78 | 1.0% | 0.1% | -6.7%
CCC(C(=O)NCc1ccc(OC)cc1)n1nc(C)n2c(cc3occc32)c1=O (stereo not given) | -27.9% | 4.1% | i | 4.3 | -0.8% | -7.8 | 4.7 | -1.9 | 88 | 2.5% | 0.3% | 1.7%

Fetched by compound from the list above:
SMILES | AID2073 | GPR35 antagonists | Autophagy mod | Autophagy mod cell loss 18 h | NS5 inhibitors | WT yeast gro inh | WT yeast gro inh mutant strain | NTR1 agonist | NTR1 agonist cell count 20 µM | RSV CPE inhibition | UTI89 phage lysis | LYP inhibition | others
CC1(C)CC(=O)N(Cc2ccccc2)C(=O)C1 | -6.2% | 5.1% | i | 3.1 | 1.8% | 6.2 | -4.4 | -1.0 | 68 | 1.8% | 0.0% | -8.0%
CCN(CC)S(=O)(=O)c1ccc2oc(Nc3ccccc3)nc2c1 | ? | 0.5% | . | . | -8.2% | . | . | 3.9 | 35 | 5.7% | 0.0% | -5.0%

Part of the list above in order of formula weight, low to high:
SMILES | AID2073 | GPR35 antagonists | Autophagy mod | Autophagy mod cell loss 18 h | NS5 inhibitors | WT yeast gro inh | WT yeast gro inh mutant strain | NTR1 agonist | NTR1 agonist cell count 20 µM | RSV CPE inhibition | UTI89 phage lysis | LYP inhibition | others
CC(=O)N1N=C(c2cccc([N+](=O)[O-])c2)OC1c1ccccc1Cl (stereo not given) | 45.1% | 4.1% | i | 7.5 | 1.6% | -17.0 | -14.8 | -0.5 | 87 | 1.3% | 0.7% | -8.6%
Cc1cc(C)c(C(=O)NC2CCCc3c2cnn3-c2cccc(C)c2C)o1 (stereo not given) | 8.2% | -8.3% | . | . | -4.5% | . | . | -0.2 | 57 | ? | 0.0% | -2.7%
CCCCN(C(=O)c1ccc2c(c1)OCO2)c1c(N)n(CCCC)c(=O)[nH]c1=O | . | . | . | . | -3.6% | . | . | -1.1 | 55 | -0.8% | 1.1%[50 µM] | .

From PubChem BioAssay
